Bioassay records deposited in PubChem BioAssay by National Center for Advancing Translational Sciences (NCATS).
EPAC1 antagonist: blocks human EPAC1 exchange factor. O95398. EPAC1 GEF assay, Rap1b-BODIPY-GDP exchange fluorescence. Potency, µM (titrated, usually from 115 µM), inactives show at the highest dose activity change, negative = inhibition, actives largely listed as inhibitors. actives 0.14% (n = 360,000). AID 720709;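 note: plate controls were vehicle for no effect and positive control for full effect; nearly all actives have a fitted effect of over 50% in size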
PTHR1 agonist: PTHR1 (human) receptor agonism | Q03431 | HEK293 GP2 PTHR1 cells, GloSensor cAMP luminescence, 1 h | Potency, µM (titrated, usually from 115 µM), without a hit: top-dose activation, hits mostly activators | actives 0.075% (n = 410,000); note: nearly all actives have a fitted effect of over 55% in size; some results filed as inactive show a strong effect at the top dose; inactives centre near -15; many of its hits are not listed in these tables
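HEK-293-derived GP2 cells expressing PTHR1 and a GloSensor cAMP reporter, 3,000/well, plated overnight, given luciferin plus IBMX (each 0.5 mM as added) for 1 h at 37 °C, then compound for 1 h at 37 °C. Luminescence was read after 15 min at room temperature.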
TDP43 rescue: TDP-43 toxicity inhibition in yeast | TDP-43 expressing yeast growth rescue, BacTiter-Glo, 24 h | Potency, µM (titrated, usually from 46.1 µM), inactives show at the top dose growth rescue (activation), most hits filed as activators | actives 1.8% (n = 410,000) | AID 652104; note: % of control where 0% means no effect; nearly all actives have a fitted effect of over 50% in size
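Luminescence from BacTiter-Glo reports growth of TDP-43-expressing yeast after 24 hr at 30 deg C with compound. Cells were raffinose-pregrown to mid-log, then seeded in galactose medium at OD600=0.02.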
EPAC1 agonist: agonists of human EPAC1; AID 720707; O95398; actives 0.073% (n = 360,000); Potency, µM (doses to about 154 µM), inactives show at the highest dose activation, most hits filed as activators; EPAC1 agonist qHTS, biochemical assay; response scale: 100% = response to 6.5 mM cAMP; note: nearly all actives have a fitted effect of over 60% in size
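Read-out is the fluorescence drop as BODIPY-GDP leaves Rap1B (480 nm excitation, 540 nm emission), recorded every 5 minutes over 30 minutes. Reactions held 100 nM EPAC1, 250 nM Rap1B–BODIPY-GDP and 50 uM GDP, with 6.5 mM cAMP setting full activation.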
FUS suppressor: rescues growth of FUS-expressing yeast. actives 0.24% (n = 390,000). AID 1347120. S. cerevisiae FUS-expressing, growth rescue, OD600, 24 h. Potency, µM (top dose mostly 76.6 µM), for inactives: at the highest dose growth rescue (activation), actives largely listed as activators;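 note: plate controls were DMSO vehicle for no effect and reference control for full effect; nearly all actives have a fitted effect of over 55% in size; some results filed as inactive show a strong effect at the top dose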
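Compound concentration series was pinned onto galactose-induced FUS-expressing yeast seeded at OD 0.005. Plates sat 24hr at 30C; absorbance at 600 nm gave growth. DMSO served as background control.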
EPAC2 ag: agonists of human EPAC2 (RAPGEF4); EPAC2 activation, biochemical qHTS; response scale: 100% = 6.5 mM cAMP response; Potency, µM (doses to about 154 µM), for inactives: at the top dose activation, usual class: activators; actives 0.079% (n = 360,000); AID 720711; note: nearly all actives have a fitted effect of over 50% in size
Target sequence (Q8WZA2 whole entry, looked up): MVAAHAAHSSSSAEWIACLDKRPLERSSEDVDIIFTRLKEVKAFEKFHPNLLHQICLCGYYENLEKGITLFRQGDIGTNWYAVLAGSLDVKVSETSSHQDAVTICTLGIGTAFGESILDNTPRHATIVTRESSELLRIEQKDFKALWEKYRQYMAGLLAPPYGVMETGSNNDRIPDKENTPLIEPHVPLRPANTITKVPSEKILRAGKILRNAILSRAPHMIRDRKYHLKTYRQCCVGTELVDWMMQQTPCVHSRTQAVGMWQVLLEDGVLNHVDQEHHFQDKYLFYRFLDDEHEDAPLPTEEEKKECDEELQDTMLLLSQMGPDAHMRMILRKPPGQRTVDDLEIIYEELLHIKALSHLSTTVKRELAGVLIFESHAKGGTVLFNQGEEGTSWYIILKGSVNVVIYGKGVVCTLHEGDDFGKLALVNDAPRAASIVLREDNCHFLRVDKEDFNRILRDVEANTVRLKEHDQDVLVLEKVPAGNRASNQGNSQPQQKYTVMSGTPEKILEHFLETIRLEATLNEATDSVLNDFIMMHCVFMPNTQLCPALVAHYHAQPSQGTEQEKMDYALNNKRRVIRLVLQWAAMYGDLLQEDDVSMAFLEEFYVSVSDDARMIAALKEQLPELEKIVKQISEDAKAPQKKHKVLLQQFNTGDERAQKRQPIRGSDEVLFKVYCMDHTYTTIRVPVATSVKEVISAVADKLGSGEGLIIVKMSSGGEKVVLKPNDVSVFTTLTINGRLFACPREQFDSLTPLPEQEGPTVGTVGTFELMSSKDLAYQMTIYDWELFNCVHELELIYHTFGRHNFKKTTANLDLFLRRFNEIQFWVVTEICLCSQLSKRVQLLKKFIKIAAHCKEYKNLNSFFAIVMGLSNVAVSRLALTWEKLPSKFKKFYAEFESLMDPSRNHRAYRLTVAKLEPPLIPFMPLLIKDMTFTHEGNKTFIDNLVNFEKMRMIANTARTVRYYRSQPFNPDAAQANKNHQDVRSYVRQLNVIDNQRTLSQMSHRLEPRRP
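Fluorescence exchange assay: 100 nM EPAC2 with 250 nM RAP1B-BODIPY-GDP and 50 uM GDP; compounds tested as a concentration-titration series (qHTS). Loss of Rap1-bound BODIPY-GDP fluorescence read at 480/540 nm; data normalized to 6.5 mM cAMP.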
EPAC2 antag: antagonists of human EPAC2; Q8WZA2; EPAC2 GEF exchange of Rap1B-BODIPY-GDP, fluorescence; Potency, µM (highest dose often 114 µM), inactives show top-dose activity, negative = inhibition, actives largely listed as inhibitors; actives 0.18% (n = 360,000); AID 720708; note: % is set by controls: 0 for no effect and ±100 for the full control effect; nearly all actives have a fitted effect of over 45% in size; many of its hits are not listed in these tables
aSyn yeast inh: inhibitors of alpha-synuclein toxicity in yeast | Potency, µM (highest dose often 46.1 µM), for inactives: top-dose growth rescue (activation), usual class: activators | actives 0.14% (n = 370,000) | Yeast expressing alpha-synuclein, growth rescue, BacTiter-Glo, 24 h; note: % of control where 0% means no effect; nearly all actives have a fitted effect of over 65% in size
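Rescue of yeast growth: cells expressing toxic alpha-synuclein, induced in galactose at OD600 0.02, incubated with compound 24 h at 30 C. ATP luminescence quantified growth; inhibitors of toxicity appear as activators.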
An asterisk follows results filed as active; i = inactive; ? = inconclusive; . = not tested or not shown; [ ] = dose if it differs, or a comment. Calls come from the whole dose curve; as a rule, active = well fitted curve in the direction sought with a large enough effect; inconclusive = small, poorly fitted or top-dose-only effect, or another doubt; inactive = no such curve, though single readings can be large; an effect the other way counts as inactive or inconclusive. Potency is the fitted concentration of half-maximal effect.

smiles	EPAC1 antagonist	PTHR1 agonist	TDP43 rescue	EPAC1 agonist	FUS suppressor	EPAC2 ag	EPAC2 antag	aSyn yeast inh
CSc1nc(N)nc2c1ncn2CC(=O)NCc1ccc2[nH]ccc2c1	-7%	-32%	3%	13%	25%	6%	-3%	2%
O=C(c1ccc(F)cc1)C(CN1CCOCC1)c1ccccc1 (centres undefined)	?	i	18µM*	1%	.	9%	-9%	5%
COCCN1Cc2cccc(C(=O)NCc3cccs3)c2C1=O	-4%	i	3%	-2%	-2%	-1%	4%	0%
O=C(CSc1ccc2nnc(CCNC(=O)c3ccc(F)cc3)n2n1)NCC1CCCO1 (centres undefined)	-9%	-12%	0%	-2%	10%	3%	9%	-1%
CCOc1ccc(NC(=O)CSc2nnc(-c3ccccc3Cl)n2Cc2ccco2)cc1	2%	i	-5%	6%	?	2%	-3%	-1%
N=c1sccn1CC(=O)NCc1ccc(Cl)cc1Cl	-11%	-8%	-9%[9.22 µM]	-2%	23%	1%	-3%	6%
O=C(CSc1nc2ncc(Cl)cc2[nH]1)c1ccc2c(c1)OCO2	5%	-9%	-11%	6%	-4%	-2%	5%	0%
CCC(C)NCCOCCOc1ccc(Cl)c2ccccc12 (centres undefined)	-9%	-16%	-10%	-1%	-10%	0%	10%	1%
COc1ccc(C2CC(=O)C3=C(C2)Nc2ccccc2N(C(=O)C2CC2)C3c2cccnc2)cc1OC (centres undefined)	-6%	i	-15%	3%	26%	2%	2%	9%
CC(/C=N/NC(=O)c1ccncc1)=C\c1ccco1	-6%	-26%	-2%	22%	10%	6%	-3%	-10%
CCc1ccc(S(=O)(=O)N(C(C)=O)c2ccc3oc4c(c3c2)CCCC4)cc1	.	-2%	-6%	.	23%	.	.	-6%
CC1(C)Cc2c(sc3nc4n(c(=N)c23)CCCCC4)CO1	2%	-18%[57.5 µM]	6%	-1%	-6%	2%	-1%	5%
CSc1ccc(CN2CCN(S(=O)(=O)Cc3ccccc3)CC2)cc1	0%	-81%[inhibitor]	8%	0%	.	-12%	11%	3%
CC1=CCC2C(=O)N(c3ccc(OC(=O)c4ccco4)cc3)C(=O)C2C1 (centres undefined)	-3%	i	-8%	-4%	-1%	5%	8%	1%
COc1cc(/C=N\NC(=O)C2C(=O)NCC2c2ccccc2)cc(OC)c1O (centres undefined)	6%	i	8%	-1%	.	3%	7%	-3%
O=C(Nc1ccc(Br)cc1)c1ccc2c(c1)OCO2	-6%	-28%	1%	5%	-14%	11%	10%	-5%
CC1CCN(C(=O)COc2ccc(S(=O)(=O)N3CCOCC3)cc2)CC1	3%	i	0%	4%	7%	1%	-3%	-2%
COc1ccc(C2CC(c3cccc(C(F)(F)F)c3)=NN2c2ccc(S(N)(=O)=O)cc2)cc1 (centres undefined)	-16%	-24%	?	-3%	?	3%	-3%	24%
Cc1nc(-c2cccc(NC(=O)c3ccc(-n4cccn4)cc3)c2)cs1	1%	-48%[inhibitor]	?	1%	-2%	1%	2%	4%
Cc1cccc(NC(=O)COc2ccc3oc4c(c3c2)CCCC4)c1	.	-15%	-13%	.	-12%	.	.	-1%
COc1ccccc1CN1C(=O)[C@@H]2Cc3c([nH]c4ccccc34)C(C)(C)N2C1=O	-6%	-53%[inhibitor]	.	5%	7%	1%	7%	.
Oc1ccc(CNC2CCCCC2)cc1	-16%	i	-8%	10%	-19%	2%	-1%	0%
COc1cccc(CNC(=O)[C@@H]2CCCN2C(=O)[C@@H]2CCCN2C(=O)c2cccc(Cl)c2)c1	-6%	1%	1%	-12%	-13%	1%	6%	-1%
COC(=O)C1=C(Nc2ccccc2NS(=O)(=O)c2ccc(C(F)(F)F)cc2Cl)CSC1	-1%	-17%	9%	7%	17%	12%	?	2%
CC(Nc1nc(=S)nc(Nc2ccc(F)cc2)[nH]1)c1ccccc1 (centres undefined)	5%	i	-14%	6%	27%	3%	3%	16%
CC1CCC(NC(=O)COc2ccc(C(=O)c3ccccc3)cc2)CC1 (centres undefined)	-18%	-35%[inhibitor]	4%	-10%	34%	5%	-12%	1%
COc1ccc(-n2c(C)cc(C(=O)CN3CCC(C)CC3)c2C)cc1	1%	i	29%	7%	-15%	6%	-3%	13%
CCSC1=NCCN1S(=O)(=O)c1ccc(Cl)cc1	-2%	i	4%	2%	-5%	6%	1%	6%
CCOC(=O)c1cc(CNC(=O)c2c(C)oc3c2CCCC3)c(C)o1	-1%	-13%[57.5 µM]	2%	-5%	-7%	6%	-23%	2%
CCOC(=O)N1CCN(c2c(N3CCN(c4ccc(F)cc4)CC3)c(=O)c2=O)CC1	-4%	i	11%	4%	24%	6%	0%	1%

Profiles from above.
O=C(CSc1ccc2nnc(CCNC(=O)c3ccc(F)cc3)n2n1)NCC1CCCO1 (centres undefined) across the screens: EPAC1 antagonist: -9%; PTHR1 agonist: -12%; TDP43 rescue: 0%; EPAC1 agonist: -2%; FUS suppressor: 10%; EPAC2 ag: 3%; EPAC2 antag: 9%; aSyn yeast inh: -1%
CC1(C)Cc2c(sc3nc4n(c(=N)c23)CCCCC4)CO1 across the screens: EPAC1 antagonist: 2%; PTHR1 agonist: -18%[57.5 µM]; TDP43 rescue: 6%; EPAC1 agonist: -1%; FUS suppressor: -6%; EPAC2 ag: 2%; EPAC2 antag: -1%; aSyn yeast inh: 5%

Other entries:
smiles	EPAC1 antagonist	PTHR1 agonist	TDP43 rescue	EPAC1 agonist	FUS suppressor	EPAC2 ag	EPAC2 antag	aSyn yeast inh
N#CC1(c2ccccc2)CCC(=NNS(=O)(=O)c2ccccc2)CC1 (centres undefined)	-4%	-8%	-22%	-5%	-9%	11%	18%	1%
Cc1c(C=O)c(Cl)n(C)c(=O)c1C#N	-6%	i	-6%	7%	21%	4%	4%	-1%
CCCc1nc(SCC(=O)N2CCC(Cc3ccccc3)CC2)c2c(=O)n(C)c(=O)n(C)c2n1	-21%	-25%	35µM*	-8%	31%	3%	-14%	1%
COCc1c(C(=O)N/N=C(/C)c2ccccc2)nnn1-c1nonc1N	3%	?	13%	4%	-25%	8%	6%	1%
COc1ccccc1NC1=C(Cl)C(=O)OC1OC(=O)c1ccco1 (centres undefined)	-5%	-4%	-20%	0%	-1%	2%	-3%	-1%
CC1(C)Cc2c(sc3nc(-c4ccccc4)oc(=O)c23)CO1	8%	-1%	-9%	10%	-3%	9%	3%	1%
COc1cc(S(=O)(=O)N(Cc2cccs2)CC2CCCO2)ccc1-n1cnnn1 (centres undefined)	8%	-51%	-25%	1%	-2%	9%	2%	1%
CCOC(=O)COc1ccc(C)cc1-c1ccno1	-10%	i	0%	6%	4%	6%	6%	5%
O=C(NC1CCCCC1)c1cc(-c2ccc(Cl)cc2)on1	1%	i	7%	6%	-19%	10%	1%	2%
COC(CNC(=S)Nc1ccc([N+](=O)[O-])cc1)OC	-7%	-19%	11%	1%	.	-4%	-1%	-1%
OCC[C@H]1C[C@@H](O)[C@H](O)[C@]2(Cc3ccccc3CO2)O1	-4%	-2%	22%	-9%	-30%	4%	20%	4%
CC(=O)Nc1cccc(OCc2cnc(Cl)s2)c1	-1%	i	20%	-2%	-24%	3%	4%	-7%
CC(=O)C1=C(O)C(=O)N(c2ccc(C(=O)O)cc2)C1c1ccccc1 (centres undefined)	-7%	-16%[57.5 µM]	5%	3%	10%	0%	-2%	0%
N=C1C(=O)OCC1c1ccccc1NC(=O)CN1CCCCC1 (centres undefined)	8%	i	2%	7%	.	6%	9%	-7%
O=C(CSc1nccn1Cc1ccccc1)NCc1ccccc1	7%	i	-9%	5%	2%	8%	-1%	-7%
O=C(Nc1ccc(Cc2ccncc2)cc1)c1ccc(Cl)c([N+](=O)[O-])c1	-4%	-14%	25%	0%	2%	0%	-6%	16%
Cc1cccc(NC(=O)CSCC(=O)Nc2cccc3ncccc23)c1	-19%	i	6%	-6%	10%	-7%	8%	-4%
CN(C)c1ccc(C(c2nnnn2C(C)(C)C)N2CCN(C(=O)c3ccco3)CC2)cc1 (centres undefined)	-6%	i	24%	13%	-23%	-4%	-7%	-4%
CC(=O)/C(=C\N(C)C)Sc1ccc(C)cc1	6%	-1%	29%	4%	-15%	2%	-7%	24%

Quoted at random: four compounds from above, in no set order.
smiles	EPAC1 antagonist	PTHR1 agonist	TDP43 rescue	EPAC1 agonist	FUS suppressor	EPAC2 ag	EPAC2 antag	aSyn yeast inh
CCOc1ccc(NC(=O)CSc2nnc(-c3ccccc3Cl)n2Cc2ccco2)cc1	2%	i	-5%	6%	?	2%	-3%	-1%
COc1ccc(-n2c(C)cc(C(=O)CN3CCC(C)CC3)c2C)cc1	1%	i	29%	7%	-15%	6%	-3%	13%
O=C(CSc1ccc2nnc(CCNC(=O)c3ccc(F)cc3)n2n1)NCC1CCCO1 (centres undefined)	-9%	-12%	0%	-2%	10%	3%	9%	-1%
O=C(Nc1ccc(Br)cc1)c1ccc2c(c1)OCO2	-6%	-28%	1%	5%	-14%	11%	10%	-5%

These rows are one share of the data; rates above refer to the full screens.
